# Screening results: PubChem, National Center for Advancing Translational Sciences (NCATS)
# FBPA coupling cs = qHTS Assay for Inhibitors of Fructose-1,6-bisphosphate Aldolase from Giardia Lamblia: Coupling assay counterscreen; coupling enzyme system counterscreen, AmpLite Red fluorescence; hit rate 0.67% among 290,000; activity change, negative = inhibition, % at 58.2 µM, hits read low; in the data active = activity change below about -30%; also: % is scaled to controls: 0 for no effect and ±100 for the full control effect
#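 Coupling enzymes only (glyceraldehyde-3-phosphate) + compound, at 57.5 uM final, 10 min RT; add substrate/coupling/AmpLite Red mix, 20 min RT; fluorescence ex 525/em 598 nm. Actives flag coupling-system interference.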
# TSG101-PTAP inh = qHTS Assay for Iinhibitors of HIV-1 Budding by Blocking the Interaction of PTAP/TSG101. 340,000 tested, under 10 active. AID 493005, 2010. Potency, µM (doses to about 115 µM), for the others: at the highest dose activity change, negative = inhibition, usual class: inhibitors. Fluorescence polarization, FITC-PTAP peptide / Tsg101 binding; active = well fitted inhibition curve with a large enough effect in the main read-out, with a control signal flat, not every such curve was filed as active; inconclusive = small, poorly fitted or top-dose-only effect, or effect the other way, or a change in a side signal; inactive = no such curve, though single readings can be large or run the other way; also: potency is read from the fitted curve at half-maximal effect; % of control where 0% means no effect
# Target sequence (Q99816 whole entry, looked up): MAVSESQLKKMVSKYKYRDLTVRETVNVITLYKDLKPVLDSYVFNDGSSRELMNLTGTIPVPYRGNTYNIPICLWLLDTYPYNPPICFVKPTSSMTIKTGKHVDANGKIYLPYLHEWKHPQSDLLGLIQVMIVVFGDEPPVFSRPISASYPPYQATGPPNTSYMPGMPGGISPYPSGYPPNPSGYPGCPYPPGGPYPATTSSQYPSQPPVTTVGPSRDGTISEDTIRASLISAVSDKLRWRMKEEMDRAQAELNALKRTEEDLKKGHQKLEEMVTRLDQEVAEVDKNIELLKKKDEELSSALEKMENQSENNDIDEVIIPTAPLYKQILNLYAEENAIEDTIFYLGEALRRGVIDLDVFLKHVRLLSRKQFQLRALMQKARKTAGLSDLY
#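 Tsg101 binding domain (10 uM final) was mixed with compound and a FITC-labeled PTAP peptide (50 nM final) in HEPES pH 7.5 buffer with NaCl, Tween 20, EDTA and TCEP; fluorescence polarization was read after 20 min at r.t.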
# B2AR arrestin = qHTS assay of beta-arrestin-biased ligands of beta2-adrenergic receptor; Beta-2 adrenergic receptor (Homo sapiens), P07550; beta-arrestin recruitment to beta2AR, cell-based reporter; Potency, µM (top dose mostly 46.1 µM), for inactives: at the highest dose activation, actives largely listed as activators; hit rate 0.02% among 330,000; AID 492947, 2010;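 also: potency is read from the fitted curve at half-maximal effect; 0% = DMSO controls and full agonism = EC100 isoproterenol or metaproterenol; nearly all actives have a fitted effect of over 65% in size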
# GALK inhibitor = qHTS Assay for Inhibitors of Human Galactokinase (GALK); P51570; Purified GALK, Kinase-Glo residual ATP luminescence; Potency, µM (highest dose often 57.5 µM), inactives show at the highest dose activity change, negative = inhibition, hits mostly inhibitors; hit rate 0.007% among 270,000; AID 1868, 2009; also: potency is read from the fitted curve at half-maximal effect; % is scaled to controls: 0 for no effect and ±100 for the full control effect
#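 Galactose (100 uM) and ATP (35 uM) were turned over by 5 nM GALK for 1 h at RT. Kinase-Glo Plus then converted the remaining ATP into a luminescent signal.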
# a7 integrin act = qHTS for Activators of Integrin-Mediated Alleviation for Muscular Dystrophy; alpha7betagal myoblasts, beta-gal FDG fluorescence, 48 h; Potency, µM (top dose mostly 38.3 µM), for inactives: at the top dose activation, actives largely listed as activators; hit rate 0.064% among 350,000;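 also: potency is read from the fitted curve at half-maximal effect; 100% = response of the positive control SU9516; nearly all actives have a fitted effect of over 60% in size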
#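 Alpha7betagal+/- myoblasts (passage 13) were plated 16-24 hr, then exposed to compounds (1:260 dilution of DMSO stock) for 48 hours at 37C. After MPER lysis, β-galactosidase reporter activity was read as FDG fluorescence (ex 480/em 540) after 30 minutes.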
# ASM inhibitor = Inhibitors of Secretory Acid Sphingomyelinase (S-ASM): qHTS. placental ASM, HMU-PC fluorogenic substrate, 60 min. Potency, µM (series often up to 57.5 µM), without a hit: at the top dose activity change, negative = inhibition, hits mostly inhibitors. hit rate 0.006% among 340,000. AID 504937, 2011; also: potency is read from the fitted curve at half-maximal effect
#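 qHTS format. ASM enzyme prepared from human placenta hydrolyses the fluorogenic substrate HMU-PC0 (9 uM final) over 60 min at 37 °C after a 10 min compound preincubation.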
# Giardia kill = Small Molecules that selectively kill Giardia lamblia: qHTS | Giardia lamblia trophozoite viability | activity change, % at 7.66 µM, hits read low | hit rate 0.15% among 340,000; in the data active = activity change below about -80%; inconclusive = between about -30% and that limit;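 also: parasites exposed to compound for two days anaerobically before the ATP read; % is scaled to controls: 0 for no effect and ±100 for the full control effect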
#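 Giardia trophozoites, 100 cells per well, were exposed to compounds for 48 hrs at 37 deg C under anaerobic conditions; viability was then read as ATP content by bioluminescence after 15-30 min at room temperature.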
# Tb PFK block = qHTS Assay to Find Inhibitors of T. brucei phosphofructokinase | ATP-dependent 6-phosphofructokinase (Trypanosoma brucei brucei), O15648 | T. brucei PFK, ADP-Glo luminescence | Potency, µM (highest dose often 57.5 µM), inactives show at the highest dose activity, negative = inhibition, hits mostly inhibitors | hit rate 0.17% among 330,000;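 also: potency is read from the fitted curve at half-maximal effect; 0% = uninhibited 1x PFK enzyme wells and -100% = no-enzyme wells; nearly all actives have a fitted effect of over 60% in size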
# Target sequence (O15648 whole entry, looked up): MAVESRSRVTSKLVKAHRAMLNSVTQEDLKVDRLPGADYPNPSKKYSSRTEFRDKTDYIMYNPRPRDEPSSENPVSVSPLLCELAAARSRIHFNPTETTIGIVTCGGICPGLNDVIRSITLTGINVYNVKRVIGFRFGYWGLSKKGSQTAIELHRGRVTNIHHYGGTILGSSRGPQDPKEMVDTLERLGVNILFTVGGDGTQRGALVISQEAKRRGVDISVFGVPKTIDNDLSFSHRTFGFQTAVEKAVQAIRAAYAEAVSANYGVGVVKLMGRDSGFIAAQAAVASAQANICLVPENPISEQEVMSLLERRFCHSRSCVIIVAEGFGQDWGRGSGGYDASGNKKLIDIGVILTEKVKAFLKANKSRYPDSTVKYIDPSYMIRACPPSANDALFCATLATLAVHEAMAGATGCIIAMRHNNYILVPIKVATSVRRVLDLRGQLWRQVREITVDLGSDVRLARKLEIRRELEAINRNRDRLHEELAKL
#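 PFK 1.25 nM, F6P 0.5 mM, ATP 0.1 mM, 0.1 M TEA pH 8.0, 5 mM MgCl2, 0.01% Tween20, 0.1% BSA; 45 min RT. ADP-Glo readout. qHTS titration up to 57 uM; curves fitted, compounds curve-classed.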
# BCR signal inh = qHTS Assay to Find Inhibitors of Chronic Active B-Cell Receptor Signaling. AID 493014, 2011. ABC-DLBCL IkBa-CBG/CBR reporter, luminescence ratio, 4 h. hit rate 0.05% among 340,000. Potency, µM (highest dose often 46.1 µM), without a hit: top-dose ratio change, negative = lower green/red ratio, most hits filed as inhibitors; active = well fitted inhibition curve with a large enough effect in the signal ratio, with a control signal flat, not every such curve was filed as active; inconclusive = small, poorly fitted or top-dose-only effect, or effect the other way, or a change in a side signal; the % refers to the signal ratio;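 also: potency is read from the fitted curve at half-maximal effect; plate controls were basal doxycycline-induced cells for no effect and cells given 10 µM MG132 for full effect; MG132 reads +100%, hits lower the ratio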
#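 Doxycycline induced both beetle luciferases in TMD8 lymphoma cells; IKK-driven degradation limits the IkappaBalpha-fused green signal, while red luminescence normalises for cell number and nonspecific effects. Compounds tested up to 46 uM, 4 hrs.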
# Menin-MLL TR inh = qHTS Assay for Inhibitors Targeting the Menin-MLL Interaction in MLL Related Leukemias: Competition With Texas Red Labeled MLL-derived Mutant Peptide; O00255; Menin + Texas Red MLL mutant peptide, fluorescence polarization; Potency, µM (top dose mostly 61.6 µM), without a hit: at the top dose FP activity change, negative = inhibition, actives largely listed as inhibitors; hit rate 0.23% among 270,000; active = well fitted inhibition curve with a large enough effect in the polarisation, with a control signal flat, not every such curve was filed as active; inconclusive = small, poorly fitted or top-dose-only effect, or effect the other way, or a change in a side signal; inactive = no such curve, though single readings can be large or run the other way; the % refers to the polarisation; also: potency is read from the fitted curve at half-maximal effect; % of control where 0% means no effect; many of its hits are not listed in these tables
# PKM2 act = qHTS Assay for Activators of Human Muscle isoform 2 Pyruvate Kinase | AID 1631, 2009 | hit rate 0.34% among 260,000 | Pyruvate kinase PKM (Homo sapiens), P14618 | Potency, µM (titrated, usually from 57.5 µM), for the others: top-dose activation, actives largely listed as activators | purified PKM2, Kinase-Glo ATP luminescence, activation; response scale: 0% is enzyme alone, no compound; also: potency is read from the fitted curve at half-maximal effect; % is scaled to controls: 0 for no effect and ±100 for the full control effect; nearly all actives have a fitted effect of over 55% in size
#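 Purified hPK-M2 (>95% pure) converted ADP (0.1 mM final) to ATP with 0.5 mM PEP in 50 mM imidazole pH7.2, KCl, MgCl2, Tween 20, BSA; 1 h at room temperature. ATP detected by Kinase-Glo luminescence.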
# Active calls of the source: *; ? = inconclusive; . = no result given; & = joins results of further samples; [ ] = remark or other dose. Unless noted, calls follow the shape of the dose curve; as a rule, active = well fitted curve in the direction sought with a large enough effect; inconclusive = small, poorly fitted or top-dose-only effect, or another doubt; inactive = no such curve, though single readings can be large; an effect the other way counts as inactive or inconclusive. Some of the compounds tested; the hit share may differ from the screen's.
SMILES,FBPA coupling cs,TSG101-PTAP inh,B2AR arrestin,GALK inhibitor,a7 integrin act,ASM inhibitor,Giardia kill,Tb PFK block,BCR signal inh,Menin-MLL TR inh,PKM2 act
COc1ccc(CN(C)C(=O)c2ccc(NS(=O)(=O)c3ccccc3)cc2)c(OC)c1,.,-3%,-0.2%,.,-8%,1%,0,-9%,-11%,.,.
CC(Oc1ccc(Cl)cc1Cl)C(=O)Nc1ccncc1 (stereo not drawn),3,-4%,-0.3%,0%,-50%[inhibitor],1%,-19,0%,-3%,-1%,1%
CCOC(=O)N/N=C(C)/C=C/c1ccco1,1,-2%,-0.7%,1%,17%,2%,-1,-2%,-10%,6%,6%
COC(=O)c1cn(C(=O)c2cc(Cl)ccc2Cl)c2ccccc12,0,1%,-0.2%,0%,6%,-2%,22,4%,0%,-2%,0%
CCOC(=O)c1cnn(-c2ccccc2)c1NC(=O)c1ccc(C)cc1,3,0%,-0.3%,0%,-8%,2%,-21,-2%,-13%,12%,-5%
Cc1c(N(C(=O)c2cnccn2)C2(C(=O)NC3CCCC3)CCCCC2)c(=O)n(-c2ccccc2)n1C,0,-1%,-0.3%,2%,20%,0%,-10,-2%,0%,0%,5%
c1cncc(-c2cn(C[C@H]3CC[C@@H]([C@@H]4CC[C@H](Cn5cc(-c6cccnc6)nn5)O4)O3)nn2)c1,4,-1%,-1.0%,.,-6%,7%,10,-6%,0%,0%,-2%
COc1ccc(NC(=O)C2CCCN(S(=O)(=O)c3ccc4c(c3)CCCN4C(C)=O)C2)cc1Cl (stereo not drawn),.,-2%,-0.1%,0%,-35%,-4%,-12,2%,-2%,.,.
CN(Cc1ccccc1)C(=O)CN1C(=O)NC(C)(c2ccc(Cl)cc2)C1=O (stereo not drawn),4,-4%,-0.1%,6%,-27%,5%,7,4%,5%,2%,8%
Nc1ccc(S(=O)(=O)NC2(C(F)(F)F)NC(=O)N(Cc3ccccc3)C2=O)cc1 (stereo not drawn),3,-2%,-1.0%,-2%,-10%,0%,-5,2%,3%,-1%,-1%
COc1cccc(-c2csc(N3CCN(C(=O)NC45CC6CC(CC(C6)C4)C5)CC3)n2)c1,-1,4%,-0.7%,0%,4%,-5%,-17,1%,?,-5%,0%
CCC(=O)NC(=S)Nc1cccc(C(C)=O)c1,1,-3%,0.4%,-1%,-10%,1%,27,0%[0.46 µM],5%,37%[activator],4%
COc1cc(/C=C/C(=O)O)cc(S(=O)(=O)Nc2ccc(F)cc2)c1OC,-1,0%,-1.2%,3%,12%,6%,-21,4%,-13%,5%,1%
CCOC(=O)C1=C(O)/C(=C/c2cn(CC(=O)N3CCCC3)c3ccccc23)SC1=Nc1ccccc1,0,11%,6.4%,-1%,-33%,-6%,4,-4%,?,22%,-4%
CC(C)c1nc(SCC(=O)Nc2ccc3c(c2)OCCO3)n[nH]1,-2,-4%,-0.1%,-1%,27%,2%,-1,-3%,4%,-5%,0%
O=C(c1ccc2c3c(cccc13)CC2)C1CCCN(Cc2cccnc2)C1 (stereo not drawn),-1,0%,-0.4%,4%,-8%,3%,45[activator],-1%,?,?,-1%
Cc1ccc(S(=O)(=O)c2ccc(Oc3cccc(C)c3)cc2)cc1,0,-5%,0.3%,0%,-34%,-5%,-3,0%,6%,-28%,-2%
Cn1c(SCC(=O)NCC2CCCO2)nnc1-c1ccco1 (stereo not drawn),.,-5%,-0.2%,.,1%,3%,-1,-8%,?,.,.
COc1ccc(CCN(CC(=O)NC(C)(C)C)C(=O)Cn2nnc(-c3ccc(C)o3)n2)cc1OC,1,-4%,-0.1%,1%,-7%,-4%,-6,5%,-3%,-3%,6%
O=C1NCCC/C1=N\Nc1ccc(Br)cc1,1,-1%,3.6%,-4%,23%,-2%,2,2%,?,.,-3%
CCN(CC)S(=O)(=O)c1ccc(/C=C/C(=O)OCC(=O)Nc2ccc(S(N)(=O)=O)cc2)cc1,-46*,2%,-1.4%,2%,30%,1%,-13,16%,4%,?,-12%
COc1ccc(/C=N/NC(=O)c2ccccc2OC)cc1COc1ccccc1[N+](=O)[O-],8,0%,-0.4%,10%,3%,-4%,-21,-4%,-20%,-1%,-3%
COc1ccc(C(=O)OCC(=O)N2C(C)CCCC2C)cc1[N+](=O)[O-] (stereo not drawn),2,-2%,0.0%,4%,2%,-2%,-9,-3%,?,-16%,7%
COCc1ccc(CN2CCCC(CO)(Cc3cccc(Cl)c3)C2)o1 (stereo not drawn),1,0%,0.1%,-3%,0%,-3%,-3,12%,-9%,-2%,7%
Cc1ccc2c(c1)CCCN2C(=O)c1ccncc1,0,-16%,0.0%,0%,12%,-2%,-12,-2%,3%,15%,-3%
Cc1noc(C)c1C(=O)Nc1ccccc1-c1ccccc1,2,-2%,-1.0%,-4%,17%,-15%,16,-15%,8%,?,-6%
Fc1ccc(CN2CCN(c3ncccn3)CC2)cc1,1,-5%,0.4%,3%,-5%,3%,-3,1%,1%,-1%,-1%
COc1ccc(NC(=O)CCn2c(=O)c3cccn3c3ccccc32)cc1,.,1%,2.6%,1%,?,-5%,0,-10%,-7%,.,.
COC(=O)NNC(=O)C(C)Oc1ccc(Cl)cc1Cl (stereo not drawn),4,1%,-0.7%,-3%,7%,4%,-3,-8%,-7%,0%,-9%
CCN(CC)S(=O)(=O)c1ccc2nc(CSc3nnnn3-c3ccc(O)cc3)[nH]c2c1,4,-3%,0.4%,6%,9%,-2%,-5,-3%,-6%,18%,2%
CCOC(=O)C1=C(CSc2nc(CC)c(C)cc2C#N)OC(N)=C(C#N)C1c1ccc(OC)cc1 (stereo not drawn),-7,8%,0.0%,0%,-13%,9%,-10,0%,?,4%,21%
Oc1cc(OCc2ccccc2)ccc1-c1[nH]ncc1-c1ccccc1,-7,-1%,-0.2%,1%,-50%[inhibitor],-18%,-4,0%,?,.,-3%
COc1cc(Nc2nc3ccc(Cl)cc3n3cnnc23)cc(OC)c1OC,-1,-2%,0.4%,0%,14%,-1%,2,7%,5%,21%,.
CCn1c(SCc2cccc(OC)c2)nc2ccccc2c1=O,0,-1%,-0.1%,-4%,23%,-26%,0,-2%,13%,0%,2%
COCCN1C(=S)N[C@@H](c2cccc(F)c2)C(C(=O)OC)=C1C,-1&0,.,0.0%&-0.4%,.,.,.,.,0%&-1%,?,?,15%&-2%
Cc1ccc(S(=O)(=O)CCN2C=CC(C(F)(F)F)=NCC2)cc1,1,-2%,-0.7%,-3%,-4%,3%,-9,1%,3%,.,?
CC1CCCN(c2nc3c(c(=O)[nH]c(=O)n3C)n2CCCc2ccccc2)C1 (stereo not drawn),0,-5%,-0.8%,2%,2%,0%,?,1%,13%,-19%,-6%
CCOC(=O)c1ccc(COC(=O)CNS(=O)(=O)c2ccccc2)cc1,1,-6%,0.6%,-1%,?,-2%,9,2%,?,0%,-1%
COc1cccc(/C=N\NC(=O)c2ccc(Cn3cc(Br)c([N+](=O)[O-])n3)o2)c1O,3,0%,-0.7%,0%,-36%,-6%,-2,-24%,?,?,2%
O=C(CCN1CCN(C/C=C/c2ccccc2)CC1)Nc1ccccc1F,-6,-3%,-2.8%,1%,-25%,4%,7,0%,-1%,-26%,5%
Cc1ccc(NC(=O)c2ccc(S(=O)(=O)N3CCOCC3)cc2)cc1,1,-3%,-0.2%,-2%,24%,-2%,-20,-2%,4%,.,.
CC(C)CC(=O)Nc1cc2nn(-c3ccccc3)nc2cc1Cl,0,0%,-0.2%,1%,21%,11%,-13,3%,?,0%,-7%
